RORgamma inh: inhibitors of mouse ROR gamma transcriptional activity | P51450 | Drosophila S2 Gal4-RORgamma UAS-luciferase reporter, 20 h | AID 2551 | 310,000 compounds, 5.4% hits | Potency, µM (highest dose often 53.6 µM), inactives show top-dose activity change, negative = inhibition, most hits filed as inhibitors; note: potency is the fitted concentration of half-maximal effect; % is set by controls: 0 for no effect and ±100 for the full control effect; nearly all actives have a fitted effect of over 60% in size
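Stable Schneider cell line, Gal4 DNA-binding domain fused to ROR gamma, UAS-luciferase. Cmpd 1 hr RT → CuSO4 700 uM final → 20 hr RT → luciferase reagent 10 min → luminescence.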
BRCA1 expr up: activators of BRCA1 expression; MCF7-BRCA1-FFLuc reporter, luminescence, 48 h; response scale: scaled: vehicle 0%, 10 µM genistein 100%; Potency, µM (doses to about 46.1 µM), inactives show at the top dose activation, actives largely listed as activators; 380,000 compounds, 1.1% hits; AID 624202; note: potency is the fitted concentration of half-maximal effect; nearly all actives have a fitted effect of over 80% in size; some results filed as inactive show a strong effect at the top dose
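Using MCF7 cells harboring a BRCA1 firefly luciferase reporter, plated 2 h before compound pinning, the screen measured luminescence after 48 h incubation. Responses were normalized to DMSO and 10 microM genistein, then fitted for concentration-effect.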
NPC1 prom act: activators of NPC1 promoter. 320,000 compounds, 2.4% hits. Huh7 NPC1 promoter luciferase reporter, 24 h. Potency, µM (series often up to 9.22 µM), for inactives: at the top dose activation, usual class: activators;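 note: potency is the fitted concentration of half-maximal effect; % of control where 0% means no effect; nearly all actives have a fitted effect of over 60% in size; reporter is driven by a mutant NPC1 promoter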
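Quantitative HTS used a cell-based reporter: Huh7 cells stably bearing the NPC1 promoter upstream of luciferase were treated with compounds for 24 h, and promoter activation was read as luminescence.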
Rab9 promoter act: activators of Rab9 promoter; Huh7 Rab9 promoter-luciferase reporter, luminescence, 24 h; Potency, µM (highest dose often 9.22 µM), without a hit: top-dose activation, negative = inhibition, most hits filed as activators; 320,000 compounds, 2.8% hits; note: potency is the fitted concentration of half-maximal effect; % of control where 0% means no effect; nearly all actives have a fitted effect of over 60% in size
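Cell-based reporter: Huh7 stable for Rab9 promoter-driven luciferase, plated in reduced-serum medium with 10% FBS at 1500 cells/well, compound-treated 24 h at 37 °C, luminescence read after 10 min reagent.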
ELG1 genotox: genotoxicity induction in ELG1-luciferase HEK293T cells. HEK293T ELG1-luciferase reporter, luminescence, 16 h. Potency, µM (series often up to 46 µM), inactives show at the top dose activity change, positive = activation, hits mostly activators. 330,000 compounds, 1.3% hits. AID 504466; note: potency is the fitted concentration of half-maximal effect; % of control where 0% means no effect; nearly all actives have a fitted effect of over 60% in size
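Luminescence read-out: rising ELG1-luciferase signal, reflecting elevated ELG1 protein under genetic stress, flags genotoxic compounds. Cells were treated for 16 hr at 37 °C before ONE-Glo detection.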
p53 reactivation: re-activators of mutant p53. H1299 p53-A138V BP100-luciferase reporter, luminescence, 24 h. 320,000 compounds, 0.063% hits. Potency, µM (highest dose often 92.2 µM), without a hit: at the top dose activity change, positive = activation, usual class: activators; note: potency is the fitted concentration of half-maximal effect; % of control where 0% means no effect; nearly all actives have a fitted effect of over 45% in size
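p53-null H1299 cells stably carrying temperature-sensitive p53-A138V and a BP100-luciferase reporter were pinned with compounds (4-point, 1:5 series) and held 24 hrs at 37 deg C. Luminescence was read 10 min after detection reagent.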
Menin MLL FP TR: menin-MLL binding inhibition, Texas Red mutant peptide. O00255. AID 1768. Potency, µM (top dose mostly 61.6 µM), inactives show top-dose FP activity change, negative = inhibition, usual class: inhibitors. Menin + Texas Red MLL mutant peptide, fluorescence polarization. 270,000 compounds, 0.23% hits; active = well fitted inhibition curve with a large enough effect in the polarisation, with a control signal flat, not every such curve was filed as active; inconclusive = small, poorly fitted or top-dose-only effect, or effect the other way, or a change in a side signal; inactive = no such curve, though single readings can be large or run the other way; the % refers to the polarisation; note: potency is the fitted concentration of half-maximal effect; % of control where 0% means no effect; many of its hits are not listed in these tables
FLuc counter: inhibits or activates purified firefly luciferase, miR-21 counter-screen; P08659; purified FLuc, Km substrates, luminescence inhibition; Potency, µM (top dose mostly 57.5 µM), without a hit: at the highest dose activity change, negative = inhibition, hits mostly inhibitors; 360,000 compounds, 6.9% hits; AID 588342;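 note: potency is the fitted concentration of half-maximal effect; plate controls were vehicle for no effect and reference inhibitor for full effect; nearly all actives have a fitted effect of over 55% in size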
Target sequence (P08659 whole entry, looked up): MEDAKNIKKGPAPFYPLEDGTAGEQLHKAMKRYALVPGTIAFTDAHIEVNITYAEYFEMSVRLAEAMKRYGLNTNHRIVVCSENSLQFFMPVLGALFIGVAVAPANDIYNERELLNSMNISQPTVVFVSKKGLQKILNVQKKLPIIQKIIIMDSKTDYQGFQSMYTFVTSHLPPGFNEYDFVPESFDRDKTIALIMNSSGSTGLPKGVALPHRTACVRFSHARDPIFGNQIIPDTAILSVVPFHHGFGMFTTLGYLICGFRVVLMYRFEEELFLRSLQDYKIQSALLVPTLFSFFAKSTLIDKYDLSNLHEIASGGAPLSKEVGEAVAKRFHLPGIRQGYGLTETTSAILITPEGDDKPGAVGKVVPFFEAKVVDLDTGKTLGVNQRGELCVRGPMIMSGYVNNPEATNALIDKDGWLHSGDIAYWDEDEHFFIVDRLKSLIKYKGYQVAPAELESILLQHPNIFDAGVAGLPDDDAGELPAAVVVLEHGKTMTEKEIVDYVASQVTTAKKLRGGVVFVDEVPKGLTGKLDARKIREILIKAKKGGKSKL
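Biochemical qHTS of compounds, final roughly 60 µM downward over six points, against 10 nM purified firefly luciferase using Km concentrations of substrates (10 uM D-luciferin, 10 uM ATP) in Tris acetate pH 7.5 buffer; luminescence output.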
PKM2 act: activators of human pyruvate kinase M2. P14618. purified PKM2, Kinase-Glo ATP luminescence, activation; response scale: 0% is enzyme alone, no compound. Potency, µM (top dose mostly 57.5 µM), for the others: at the highest dose activation, actives largely listed as activators. 260,000 compounds, 0.34% hits. AID 1631; note: potency is the fitted concentration of half-maximal effect; % is set by controls: 0 for no effect and ±100 for the full control effect; nearly all actives have a fitted effect of over 55% in size
Target sequence (P14618 whole entry, looked up): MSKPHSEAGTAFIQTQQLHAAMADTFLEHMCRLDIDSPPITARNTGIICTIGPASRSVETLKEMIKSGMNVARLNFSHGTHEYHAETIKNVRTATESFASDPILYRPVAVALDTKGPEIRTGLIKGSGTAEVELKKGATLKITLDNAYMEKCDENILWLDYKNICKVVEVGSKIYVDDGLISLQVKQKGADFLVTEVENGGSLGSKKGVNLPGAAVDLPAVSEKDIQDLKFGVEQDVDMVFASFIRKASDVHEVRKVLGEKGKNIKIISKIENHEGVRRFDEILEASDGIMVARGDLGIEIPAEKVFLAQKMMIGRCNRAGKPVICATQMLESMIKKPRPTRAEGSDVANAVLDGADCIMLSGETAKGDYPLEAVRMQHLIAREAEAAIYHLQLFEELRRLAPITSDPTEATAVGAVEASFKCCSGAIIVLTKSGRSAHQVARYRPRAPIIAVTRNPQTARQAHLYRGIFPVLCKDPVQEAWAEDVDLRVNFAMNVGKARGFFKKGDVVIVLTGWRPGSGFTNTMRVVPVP
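Purified hPK-M2 (>95%) run at intermediate activity with 0.1 mM ADP and 0.5 mM PEP in 50 mM imidazole pH 7.2, KCl, MgCl2; 1 h room temperature. ATP formed read by Kinase-Glo luminescence; normalized to uninhibited and no-enzyme controls.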
Gal4-VP16 FLuc: inhibits Gal4-VP16 luciferase reporter, ROR gamma counter-screen. Drosophila S2 Gal4-VP16 UAS-luciferase, luminescence, 20 h. Potency, µM (highest dose often 53.6 µM), without a hit: at the highest dose activity, negative = inhibition, usual class: inhibitors. 310,000 compounds, 3.5% hits;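 note: Gal4-VP16 expression switched on by copper sulfate through the metallothionein promoter; potency is the fitted concentration of half-maximal effect; % is set by controls: 0 for no effect and ±100 for the full control effect; nearly all actives have a fitted effect of over 50% in size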
Giardia killer: Giardia lamblia killing; Giardia lamblia trophozoite viability; activity change, % at 7.66 µM, hits read low; 340,000 compounds, 0.15% hits; in the data active = activity change below about -80%; inconclusive = between about -30% and that limit;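 note: parasites exposed to compound for two days anaerobically before the ATP read; % is set by controls: 0 for no effect and ±100 for the full control effect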
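Media and compound were dispensed first, then trophozoites at 100 cells/well; plates sat 48 hrs at 37 deg C without oxygen before ATP luminescence reagent was added and read after 15-30 min at room temperature.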
Active calls of the source: *; ? = inconclusive; nt = not tested or not shown; & = joins results of further samples; [ ] = dose if it differs, or a comment. Unless noted, calls come from the whole dose curve; as a rule, active = well fitted curve in the direction sought with a large enough effect; inconclusive = small, poorly fitted or top-dose-only effect, or another doubt; inactive = no such curve, though single readings can be large; an effect the other way counts as inactive or inconclusive.

Each structure is followed by: RORgamma inh	BRCA1 expr up	NPC1 prom act	Rab9 promoter act	ELG1 genotox	p53 reactivation	Menin MLL FP TR	FLuc counter	PKM2 act	Gal4-VP16 FLuc	Giardia killer
[1] CCc1ccc(N2C(=O)C3C(C2=O)N2CCCN2C3c2ccccc2)cc1 (centres undefined)
  36%	6%	2%	1%	0%	1%	nt	0%	3%	-2%	22
[2] C=CCn1c(SCc2ccccc2)nc2c1c(=O)[nH]c(=O)n2C
  -6%	-2%	-1%	0%	8%	nt	2%	5%	0%[11.5 µM]	8%	-2
[3] COc1ccc2[nH]c(=O)c(CN(C(=O)C3CCCO3)c3ccc(C)cc3)cc2c1 (centres undefined)
  2%	-13%	0%	0%	-2%	9%	-9%	-1%	0%	-10%	-16
[4] CCOC(=O)/C(=N\Nc1cc(Cl)ccc1Cl)N1CC(C)OC(C)C1 (centres undefined)
  -34%	-26%	2%	-4%	-2%	-1%	nt	2%	-1%	-10%	-9
[5] CC(=O)N(C)c1nc(-c2ccc(Cl)cc2)cs1
  7%	?	?	3.5µM*	4%	5%	-9%	?	-3%	-5%	-2
[6] Cc1c(CN2CCC(n3nccc3NC(=O)CCc3ccccc3)CC2)cnn1C
  -18%	1%	-5%	0%	4%	2%	-20%	-2%	nt	0%	2
[7] Cc1ccc(NC(=O)C2CCN(S(=O)(=O)c3c(C)noc3/C=C/N(C)C)CC2)cc1
  -1%	23%	-5%	0%	-9%	-4%	nt	1%	nt	-2%	5
[8] CCn1c(=O)c2cc(C(=O)NCC(OC)OC)sc2c2ccccc21
  -22%	-2%	-8%	-14%	6%	-5%	-25%	3%	nt	8%	-4
[9] COc1ccc(S(=O)(=O)N2CCC(C(=O)N3CCN(c4ccccc4OC)CC3)CC2)cc1
  7%	-6%	-9%	7%	-7%	-7%	?	-2%	8%	2%	-10
[10] CCn1cc(C(=O)NCc2ccccc2OC)c(=O)c2ccc(C)nc21
  2%	-20%	0%	5%	8%	-2%	11%	15%	2%	-3%	2
[11] C=CCN(C(=O)c1csnn1)C(C(=O)NC1CCCCC1)c1ccccc1 (centres undefined)
  -30%	-10%	-1%	6%	0%	1%	-18%	2%	nt	-6%	-22
[12] COC(=O)c1cc(=O)n(-c2ccc(C(F)(F)F)cc2)[nH]1
  -7%	-6%	-7%	3%	0%	1%	nt	-2%	-2%	2%	39[activator]
[13] Cc1ccc(OCc2cc(C(=O)NCc3cnn(-c4cccc(F)c4)c3)no2)cn1
  42%	2%	11%	25%	0%	-4%	nt	-17%	nt	23%	-13
[14] CC(C)C1N(C(N)=S)N=CC1(C)C (centres undefined)
  ?	5%	-2%	-3%	-1%	-4%	nt	-1%	1%	?	-11
[15] C=CCN1c2ccccc2[C@]23C[C@@H](C(=O)OC)N(C(=O)c4cc(C)oc4C)C2=NC(C(=O)OC)=C(C(=O)OC)[C@H]13
  21%	-20%	-2%	-4%	-11%	-4%	-9%[11.7 µM]	-1%	-8%[11.5 µM]	-2%	-22
[16] Cc1cccc(-n2ncc3c(Nc4ccc(F)cc4)ncnc32)c1
  -13%	?	?	2.5µM*	15µM*	-3%	?	?	2%	11µM*	-24
[17] Cc1ccccc1CS(=O)(=O)c1ncc(Cl)c(C(=O)Nc2ccc(F)cc2)n1
  ?	-80%	-23%	-8%	-20%	-28%	nt	-7%	nt	?	-10
[18] Cc1cn(S(=O)(=O)c2ccc(Cl)cc2)c(C)n1
  -4%	-15%	-4%	-6%	1%	7%	3%	-1%	13%	7%	2
[19] O=C(Nc1ccc(C(=O)O)cc1)/C(=C\c1ccc2c(c1)OCO2)NC(=O)c1ccc(Br)o1
  11%	-6%	-1%	0%	4%	1%	19%	-12%	2%	-5%	3
[20] O=C(Cc1cccc2ccccc12)N/N=C/C=C/c1cccc([N+](=O)[O-])c1
  13µM*	-34%	-8%	1%	-5%	-19%	-9%	1%	9%	?	-2
[21] Cc1[nH]c2ccccc2c1CCN(Cc1cccnc1)C(=S)Nc1cccc(F)c1
  4%	-27%	0%	-4%	-15%	10%	?	0%	-1%	-8%	?
[22] COc1ccc(C23NCCN2C(=O)c2ccccc23)cc1 (centres undefined)
  -17%	-29%	-5%	-4%	0%	13%	-9%	-1%	nt	2%	4
[23] Fc1ccc(-c2nnc3sc(C4COc5ccccc5O4)nn23)cc1 (centres undefined)
  17%	0%	0%	-5%	-4%	8%	-4%	?	4%	-2%	21
[24] COc1cc(OC)cc(C(=O)NC(C(=O)NCc2ccccn2)C(C)C)c1 (centres undefined)
  nt	8%	-1%	-3%	-3%	?	nt	nt	nt	nt	4
[25] Cc1ccccc1NC(=O)c1cnn(-c2ccccc2)c1C
  -26%	?	?	?	4%	10%	1%	13µM*	?	-14%	-5
[26] N=C1/C(=C/c2ccc(Br)o2)C(=O)N=C2SC(CC(=O)N3CCCC3)=NN12
  -2%	-5%	-6%	-2%	-1%[9.26 µM]	6%	47%[activator]	-17%	nt	1%	-11
[27] O=C(c1ccc(OC2CCN(CCc3ccccc3)CC2)cc1)N1CCCC1
  7%	-15%	-1%	1%	-2%	-7%	nt	6%	-2%	-1%	9
[28] CN(CC(=O)Nc1ccc(F)c(Cl)c1)S(=O)(=O)c1ccc2c(c1)n(C)c(=O)c(=O)n2C
  0%	6%	-1%	3%	-1%	12%	nt	1%	nt	3%	11
[29] CCc1nnc(NS(=O)(=O)c2ccc(NC(=O)c3ccc(Cl)cc3)cc2)s1
  9%	7%	-1%	-1%	-6%	2%	?	19µM*	2%	3%	9
[30] OC(COc1ccc2c(c1)OCO2)CN1CCN(c2ccc(F)cc2)CC1 (centres undefined)
  13%	19%	-2%	-12%	-2%	1%	-19%	-2%	-3%	-1%	2
[31] COc1ccc(NS(=O)(=O)/C=C/c2ccc(OC)c(OC)c2)cc1
  24%	0%	-1%	1%	0%	-2%	-26%	-18%	2%	-12%	-1
[32] CC12CCC(C(=O)N(NC(=O)c3ccccc3O)C1=O)C2(C)C (centres undefined)
  -40%	-87%	-3%	-21%	2%	8%	-14%	-17%	-3%	0%	-6
[33] Cn1cccc1-c1cc(C(=O)O)[nH]n1
  -2%	-11%	-1%	0%	2%	0%	-1%	-3%	-2%	-4%	0
[34] CC1CC(C)CN(C(=O)CCNS(=O)(=O)c2ccc3c(c2)CCC(=O)N3)C1 (centres undefined)
  -20%	12%	0%	-5%	3%	-7%	-19%	1%	3%	-14%	-7
[35] O=C(NCc1ccccn1)c1cccc(S(=O)(=O)Nc2ccccc2Cl)c1
  nt	-21%	0%	-5%	0%	3%	nt	4%	nt	nt	6
[36] COc1ccc(CCN(Cc2cc3cccc(C)c3n3nnnc23)C(=O)c2ccncc2)cc1OC
  13%	nt	-4%	-11%	-8%	0%	-11%	0%	-10%	-16%	nt
[37] O=C(Nc1ccc2c(c1)C(=O)N(CC1CCCO1)C2=O)c1ccccc1Br (centres undefined)
  ?	0%	2%	14%	-6%	6%	10%	?	1%	-5%	12
[38] NS(=O)(=O)c1ccc(CCNC(=O)c2ccc([N+](=O)[O-])cc2[N+](=O)[O-])cc1
  -9%	-16%	0%	8%	-3%	0%	9%	0%	0%	-8%	13
[39] CCCn1nc(C(=O)Nc2ccc(S(=O)(=O)Nc3ncccn3)cc2)c2ccccc2c1=O
  11%	-7%	1%	-4%	7%	-4%	nt	2%	2%	3%	-1
[40] Nc1nc(Oc2ccc(F)cc2)c(Br)c(=O)[nH]1
  16%	1%	-4%	0%	2%	nt	0%	5%	0%	-1%	-2
[41] Cc1cc(-c2nc3ncccc3o2)ccc1N
  -24%	28%	?	?	?	?	27%	17µM*	-2%	-7%	-17
[42] CCN(CC(=O)Nc1ccc(NC(C)=O)cc1)C(=O)c1cc(CN2C(=O)c3ccccc3C2=O)ccc1OC
  nt	-1%	0%	-1%	0%	-3%	nt	0%	nt	nt	15
[43] COc1ccc(-c2noc(N3CCC(C(=O)Nc4ccc(OC)c(OC)c4)CC3)n2)cc1
  -30%	-7%	-6%	-1%	4%	6%	15%	2%&-3%	-1%	-10%	-2

This is a subset; count on the stated rates, not on these rows.
